BaF3 parental – reduces parental Ba/F3 cell viability, JAK2V617F counter-screen | CellTiter-Glo ATP luminescence | inhibition, % at 5.6 µM | hit rate 1.1% among 220,000 | AID 1486;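 active means inhibition above a per-campaign cutoff, the mean inhibition of all tested compounds plus 3 SD, cut at about 27% in these data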;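 further: 0% = DMSO wells and 100% = JAK Inhibitor I control wells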
NPY-Y2 PAM-ag – human NPY-Y2 potentiation or agonism, primary screen; P49146; cells expressing NPY-Y2, potentiator/agonist read-out; activation, % at 3.6 µM; hit rate 0.45% among 220,000; in the data active means activation above about 27%;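 further: cells stimulated with NPY near EC25 plus isoproterenol at EC100; 0% = vehicle plus submaximal agonist and 100% = vehicle plus saturating agonist; some results beyond the cut were filed as inactive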
PERK inhibitor – human PERK inhibition, primary cell-based screen; CHO PERK-DD fusion, SEAP luminescence translation reporter; inhibition, % at 5.6 µM; hit rate 0.17% among 220,000; Q9NZJ5;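 active means inhibition above the mean inhibition of all tested compounds plus 3 SD, set separately per screening campaign, cut at about 2.9% in these data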;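 further: PERK kinase domain activated by AP20187 dimerizer at 100 nM; 0% = DMSO with dimerizer and 100% = rapamycin at 8.4 µM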
S1P4 ag – human S1P4 receptor agonism; O95977; S1P4-expressing cell line, agonist reporter assay; activation, % at 4.98 µM; hit rate 0.35% among 220,000; AID 1509; in the data active means activation above about 11%;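 further: 0% = DMSO vehicle and 100% = reference agonist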
MDM2 E3 inh – blocks human Mdm2 ubiquitin ligase activity; Q00987; cell-based MDM2 ubiquitination luciferase reporter, 2 h; 0 = plate control, 100 = twice control, blank-subtracted; signal enhancement, % at 5 µM; hit rate 0.11% among 210,000; AID 1230;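 active means signal enhancement of 30% or more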;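 further: luminescence tracks abundance of the self-degrading MDM2-luciferase fusion protein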
Target sequence (Q00987 whole entry, looked up, the tested form may be a part): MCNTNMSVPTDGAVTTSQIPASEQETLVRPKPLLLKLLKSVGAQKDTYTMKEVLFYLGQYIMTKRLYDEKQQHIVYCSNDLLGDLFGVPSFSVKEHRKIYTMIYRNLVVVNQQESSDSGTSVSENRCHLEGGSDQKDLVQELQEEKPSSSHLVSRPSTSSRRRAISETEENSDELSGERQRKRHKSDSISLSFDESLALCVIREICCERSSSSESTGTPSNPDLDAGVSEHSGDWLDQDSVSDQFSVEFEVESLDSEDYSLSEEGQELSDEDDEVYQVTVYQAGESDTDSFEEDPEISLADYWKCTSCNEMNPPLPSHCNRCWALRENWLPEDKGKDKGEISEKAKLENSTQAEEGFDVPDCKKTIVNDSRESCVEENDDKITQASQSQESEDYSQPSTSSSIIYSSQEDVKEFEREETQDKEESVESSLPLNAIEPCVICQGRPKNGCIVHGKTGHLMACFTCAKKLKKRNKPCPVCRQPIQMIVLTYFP
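Material: stable MDM2–luciferase fusion reporter cells / Quantity: 2000 cells/well / Dosing: single 5 µM compound dose, 0.2% final DMSO / Buffer or medium: DMEM / Schedule: 4 h cell settling then 2 h compound exposure, 37 °C / Detection: luminescence with SteadyLite reagent, 15 min at room temperature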
eIF4E 4G PPI – blocks eIF4E binding to eIF4G; P63073+Q04637; TR-FRET eIF4E-eIF4GI(517-606) binding, 2 h; inhibition, % at 21.7 µM; hit rate 0.37% among 220,000;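 active means inhibition above about 30%, limit read from the data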;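 further: 0% = full FRET control wells and 100% = background wells lacking eIF4GI fragment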
Wee1 stabilizer – inhibitors of human Wee1 degradation; P30291; HeLa Luc-Wee1K328M stability, luciferase luminescence; 100% = proteasome inhibitor MG132 effect; reporter increase, % at 5 µM; hit rate 1.2% among 220,000;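 active means activation above the mean of all tested compounds plus 3 SD, set per screening run, cut at about 8.8% in these data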;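 further: cells exposed to compound for 20 h before luminescence read; 0% = DMSO alone and 100% = MG132 at 30 µM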
Target sequence (P30291 whole entry K328M): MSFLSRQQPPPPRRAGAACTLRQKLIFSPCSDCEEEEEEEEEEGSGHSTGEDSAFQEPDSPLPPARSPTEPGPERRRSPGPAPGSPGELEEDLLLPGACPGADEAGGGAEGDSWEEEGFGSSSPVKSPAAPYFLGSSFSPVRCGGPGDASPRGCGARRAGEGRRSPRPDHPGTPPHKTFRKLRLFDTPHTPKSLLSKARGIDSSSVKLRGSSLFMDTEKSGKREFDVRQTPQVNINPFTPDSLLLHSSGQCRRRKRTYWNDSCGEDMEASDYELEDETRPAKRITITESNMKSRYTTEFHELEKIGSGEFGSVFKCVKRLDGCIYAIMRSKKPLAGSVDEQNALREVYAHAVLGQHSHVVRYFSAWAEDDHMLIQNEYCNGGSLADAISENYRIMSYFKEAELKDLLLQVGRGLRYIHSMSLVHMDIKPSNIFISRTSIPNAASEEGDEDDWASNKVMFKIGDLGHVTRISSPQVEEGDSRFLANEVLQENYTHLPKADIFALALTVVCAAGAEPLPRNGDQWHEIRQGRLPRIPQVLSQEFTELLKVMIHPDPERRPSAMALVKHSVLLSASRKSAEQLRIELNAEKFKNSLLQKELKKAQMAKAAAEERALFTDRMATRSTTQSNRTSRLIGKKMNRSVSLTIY
Ba/F3 V617F tox – reduce viability of Ba/F3 cells dependent on JAK2V617F | hit rate 1.1% among 220,000 | Ba/F3 EpoR-JAK2V617F viability, ATP luminescence | inhibition, % at 5.6 µM;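 active means inhibition above the campaign mean plus 3 SD over all tested compounds, cut at about 24% in these data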;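 further: cytokine-independent growth of Ba/F3 cells driven by EpoR plus mutant JAK2; 0% = DMSO-treated cells and 100% = JAK inhibitor I control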
S1P4 antagonist – blocks the human S1P4 receptor; S1P4-expressing cells, antagonist mode, reporter read-out; O95977; hit rate 0.26% among 220,000; inhibition, % at 4.98 µM; in the data active means inhibition above about 29%;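 further: 0% = wells stimulated with agonist and 100% = vehicle wells without agonist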
An asterisk follows results filed as active; x = no result given; [ ] = another dose, or the depositor's remark. The order is random; 4.1% or so of the library scored in one or more.

SMILES | BaF3 parental | NPY-Y2 PAM-ag | PERK inhibitor | S1P4 ag | MDM2 E3 inh | eIF4E 4G PPI | Wee1 stabilizer | Ba/F3 V617F tox | S1P4 antagonist
O=C(CN1CCN(Cc2ccccc2Cl)C1=O)NC1CCCCCCC1 | 5 | 0 | -1.5 | 1.4 | -8 | -1 | -2 | -1 | 1
C=CCn1c(O)c(N=O)c2ccccc21 | 6 | 0 | -0.1 | -0.9 | -9 | -3 | 3 | 1 | 20
COC(=O)CC1COc2ccccc2N1C(=O)c1ccc(Br)cc1 (stereo not drawn) | 11 | 11 | 1.2 | 0.8 | 2 | 1 | -3 | 4 | -16
O=C(O)c1sc2ncccc2c1OCc1ccccc1 | 2 | -14 | -0.8 | 1.9 | -18 | -2 | -3 | 2 | -2
O=C(O/N=C(/c1ccccc1)c1ccncc1)c1cccc(F)c1 | -2 | -5 | -0.1 | 5.2 | -18 | -4 | 2 | 2 | -3
Cc1c(NC(=O)/C=C/c2ccc(S(=O)(=O)N3CCOCC3)cc2)c(=O)n(-c2ccccc2)n1C | 6 | 10 | 0.2 | 0.9 | -15 | 1 | -3 | -1 | 1
COC1CCCCC1Nc1cccc(SC)c1 (stereo not drawn) | 5 | 9 | -0.2 | 0.4 | -15 | -1 | -3 | 3 | -12
CCOC(=O)C1CCN(S(=O)(=O)c2ccc(-c3cc(C(F)(F)F)n(C)n3)s2)CC1 | -1 | -17 | 0.5 | 1.9 | -11 | 0 | 0 | -3 | -3
O=C(NCC1CCCO1)/C(=C\c1ccccc1)NC(=O)c1ccccc1 (stereo not drawn) | 6 | -4 | 0.1 | 1.0 | -1 | -1 | -2 | -2 | 15
COC(=O)C1=C(NC(=O)c2cccs2)CCS1 | 6 | -6 | 1.6 | 0.8 | -15 | -5 | 2 | 2 | -15
CN(C)/C=N/c1nc2nccc(-c3cccnc3)n2n1 | 3 | 3 | 1.3 | 0.4 | 5 | 8 | -2 | -2 | 8
O=S(=O)(NCc1ccccn1)c1ccc(Br)s1 | 3 | -5 | 1.1 | -0.1 | -11 | 7 | 9.5* | -4 | -6
CCOC(=O)COc1cccc2c(=O)n(CC(=O)N3CCc4ccccc43)ccc12 | 4 | 11 | -0.1 | 0.8 | -15 | -3 | -2 | -2 | -9
O=C(COC(=O)CCc1ccc(S(=O)(=O)N2CCCCC2)cc1)Nc1ccc2c(c1)OCO2 | 8 | 21 | 1.0 | -1.0 | -16 | -1 | 0 | -2 | 0
CCOc1ccc(N(Cc2ccc(OC)cc2)C(=O)c2ccco2)cc1 | 1 | 12 | -0.1 | 1.6 | -6 | 1 | 3 | -1 | -4
COc1ccccc1Nc1nc(N)nc(CN2CC(C)CC(C)C2)n1 (stereo not drawn) | 2 | -13 | 0.3 | -0.8 | -5 | -2 | -2 | 3 | -29
Cc1cc(C(=O)NC(C)C)on1 | 6 | -7 | 1.1 | 0.2 | 1 | 2[fluorescence artefact?] | -3 | 0 | 12
CS(=O)(=O)N(CC(=O)Nc1ccccc1Sc1ccccc1)C1CCCCC1 | 5 | -4 | 1.4 | -2.2 | -16 | 2 | 0 | 4 | 5
COc1ccc(Cl)cc1-c1nc(-c2ccc(Br)o2)no1 | 6 | -13 | 0.5 | -4.8 | -17 | 5[fluorescence artefact?] | 2 | 5 | -2
CC(C)OCCCNC(=O)c1ccncc1 | 8 | -8 | 0.3 | -0.6 | -10 | 1[fluorescence artefact?] | -1 | 0 | -13
O=C(c1cccs1)N1CCN=C1SCc1ccccc1 | 3 | 6 | 0.8 | -0.6 | -18 | -2 | 1 | -1 | -2
Cc1ccc(NC(=O)C2C3/C=C\CCCCC32)cc1 (stereo not drawn) | 0 | 16 | 0.0 | -0.2 | -18 | 2 | 5 | 0 | -6
Cc1nc(N2CCCC2)c2nnn(Cc3ccccc3Cl)c2n1 | 2 | -7 | -0.8 | 0.7 | -11 | -2 | 1 | 2 | -30
CC(=O)N(c1cccc(C)c1)S(=O)(=O)c1ccc(Cl)cc1 | 8 | 0 | 0.7 | 1.6 | -6 | 2 | 1 | 3 | -4
O=C(CCCc1ccccc1)NCc1cccnc1 | 1 | 10 | -0.5 | 1.0 | -4 | 2 | -1 | 4 | -8
O=C(NCc1ccccn1)c1ccc(Cn2cc(Br)cn2)o1 | -1 | 2 | -1.4 | -2.0 | -8 | -3 | -2 | -4 | 0
CCCCn1nnnc1NCc1ccc(OC)c(OC)c1 | 2 | -1 | 0.1 | 0.4 | -7 | -4 | -1 | -2 | -22
Cc1ccc(Cl)cc1N=C(N)N=C(N)N | 3 | 5 | 0.8 | 0.2 | -23 | 3 | 3 | 0 | 4
CCC(C)NC(=S)Nc1ccccc1 (stereo not drawn) | -2 | -1 | 0.8 | -0.5 | -12 | -4 | 5 | 2 | -20
C=CCOC(=O)C1=C[C@H](c2cn(C(C)=O)c3ccccc23)C[C@H](OCCCCO)O1 | -1 | 15 | 1.0 | -0.8 | x | -4 | -2 | -4 | -8

Three structures out of the list, sorted by count of non-hydrogen atoms, lowest first:
SMILES | BaF3 parental | NPY-Y2 PAM-ag | PERK inhibitor | S1P4 ag | MDM2 E3 inh | eIF4E 4G PPI | Wee1 stabilizer | Ba/F3 V617F tox | S1P4 antagonist
Cc1ccc(Cl)cc1N=C(N)N=C(N)N | 3 | 5 | 0.8 | 0.2 | -23 | 3 | 3 | 0 | 4
O=C(c1cccs1)N1CCN=C1SCc1ccccc1 | 3 | 6 | 0.8 | -0.6 | -18 | -2 | 1 | -1 | -2
C=CCOC(=O)C1=C[C@H](c2cn(C(C)=O)c3ccccc23)C[C@H](OCCCCO)O1 | -1 | 15 | 1.0 | -0.8 | x | -4 | -2 | -4 | -8

The list goes on:
SMILES | BaF3 parental | NPY-Y2 PAM-ag | PERK inhibitor | S1P4 ag | MDM2 E3 inh | eIF4E 4G PPI | Wee1 stabilizer | Ba/F3 V617F tox | S1P4 antagonist
CCC(CC)C(=O)Nc1cc(C(=O)NCCc2ccccc2)ccc1Cl | 9 | -10 | -0.8 | -3.7 | 9 | -5 | 4 | 4 | -8
O=C(Nc1cccc2cccnc12)c1cccc(N2C(=O)CCC2=O)c1 | -1 | 2 | -0.3 | 1.3 | -9 | -7 | -3 | -2 | -14
COC(=O)C(NC(C)=O)(Nc1nc(C)cs1)C(F)(F)F (stereo not drawn) | 0 | -12 | 0.1 | -1.0 | -14 | -2[fluorescence artefact?] | 0 | -5 | -9
Cc1ccc(/C=N/n2c(-c3ccncc3)n[nH]c2=S)cc1 | 2 | 4 | 0.6 | 0.4 | -7 | -1 | 2 | -5 | -1
COc1cc(=O)n2c(n1)SCCC2 | 8 | -26 | 0.3 | -1.8 | -5 | 0 | 4 | 5 | -1
O=C(O)Cn1cc2c(n1)CCCC2 | 3 | 6 | 1.5 | 0.6 | -7 | -1[fluorescence artefact?] | -2 | -4 | 5
N/C(=N\OS(=O)(=O)c1ccccc1)c1ccncc1 | -2 | 3 | 0.7 | -1.6 | 8 | 9[fluorescence artefact?] | -3 | -3 | 10
CCCCCCCCOC(=O)C1=C(C)Nc2nnnn2C1c1cccs1 (stereo not drawn) | 6 | 0 | -0.7 | -2.9 | -7 | -1[fluorescence artefact?] | 1 | -3 | 7
COc1ccc(C(=O)NCc2nc3ccccc3[nH]2)cc1OC | 0 | 9 | 0.6 | -0.3 | 2 | -4 | 0 | -5 | -6
CC(SCC(=O)NC12CC3CC(CC(C3)C1)C2)C(=O)O (stereo not drawn) | 6 | 4 | 0.0 | 0.6 | -4 | 0 | 5 | -1 | -20
N#CCC(=O)N/N=C/c1cn(Cc2ccccc2C#N)c2ccccc12 | -3 | -9 | 2.8 | 1.1 | -9 | -4 | 0 | -3 | 5
COCCCNC(=O)COc1ccc(S(=O)(=O)Nc2ccccc2)cc1 | 3 | -20 | 0.2 | 1.8 | -8 | -2[fluorescence artefact?] | -1 | 1 | -17
COc1ccc(OC)c(-n2cnc3cc(C(=O)O)ccc32)c1 | 3 | -6 | 0.7 | 1.8 | -12 | -6[fluorescence artefact?] | -1 | -2 | -6
O=C(CN1C(=O)COc2ccccc21)N1CCc2ccccc2C1 | 1 | -1 | 0.4 | -0.5 | x | 2 | -1 | -4 | 8
COC(=O)c1ccc(/C=N/OCC(=O)NC2CCCCCCC2)cc1 | -1 | 13 | -0.6 | -1.9 | -9 | -1 | 0 | -3 | 12
Cc1ccc(C)c2[nH]c(=O)c(CN(Cc3ccco3)C(=S)NCC3CCCO3)cc12 (stereo not drawn) | 4 | 3 | 0.0 | 1.5 | -1 | -2 | -1 | -4 | -21
CN1CC=C2C(C#N)=C(N)C(C#N)(C#N)[C@H](c3cccc(Cl)c3)C2C1 (stereo partly drawn) | 4 | 8 | 1.2 | -4.6 | -12 | 1 | 2 | -6 | 8
CC(C)C(=O)NC(C)C(c1cccs1)N1CCN(C)CC1 (stereo not drawn) | 3 | -3 | 0.0 | 1.2 | -9 | 1[fluorescence artefact?] | -1 | 3 | -17
Cc1ccccc1-c1nc(CS(=O)CC(=O)NCCCN(C)c2ccccc2)c(C)o1 (stereo not drawn) | 5 | 8 | -0.5 | -0.3 | -5 | 7 | 2 | 2 | -17
CC(=O)c1ccc(NC(=O)CCn2c(=O)oc3ccccc32)cc1 | 9 | 24 | 0.4 | 1.2 | 4 | 3 | -2 | -4 | 1
O=C(NCCN1CCN(c2cccc(Cl)c2)CC1)C1CCCN(S(=O)(=O)c2cnc[nH]2)C1 (stereo not drawn) | 6 | 12 | 0.5 | 1.4 | -21 | -5 | 0 | -4 | -21
COc1ccccc1OCCC(=O)N1CCN(c2ccccc2OC)CC1 | 0 | -14 | -0.6 | 0.5 | x | -14 | -1 | -3 | -16
CCOC(=O)C1CCN(C(=O)CN(Cc2ccc(Cl)cc2)S(C)(=O)=O)CC1 | 5 | -26 | 0.0 | -2.2 | -27 | 13 | 1 | -2 | -7
O=C(NCCCn1ccnc1)c1ccccc1NS(=O)(=O)c1ccc(F)c(F)c1 | 6 | 9 | 0.3 | 0.8 | -8 | -7 | -2 | -3 | -28
COc1cccc(/C=N/NC(=O)c2c(-c3ccccc3)noc2C)c1O | 4 | -14 | 0.2 | 1.6 | -3 | 4[fluorescence artefact?] | 0 | 0 | -6
O=C(Nc1nnc(C2CC2)s1)c1cc2c(s1)CCCCCC2 | 4 | 5 | 1.8 | 0.0 | 8 | -4 | 0 | -2 | 11
Cc1ccc(Nc2c3c(nc4ncnn24)CC(C)CC3)cc1 (stereo not drawn) | 2 | 1 | -0.3 | -3.0 | -4 | 10[fluorescence artefact?] | -1 | -2 | 7
OCCCNc1c2c(nc3cc(-c4ccc(Cl)cc4)nn13)CCC2 | 10 | 0 | -0.2 | -1.1 | x | 3 | 2 | 9 | -9
COc1ccccc1/C=C(/C(=O)OCC(=O)Nc1cc(C)ccc1C)c1ccccc1 | 1 | -2 | 0.1 | 1.1 | x | -6 | 1 | -3 | -13
COc1cccc(C2=NOC(C(=O)NCCCn3ccnc3)C2)c1 (stereo not drawn) | 4 | 2 | 0.3 | -0.1 | -27 | 2[fluorescence artefact?] | -2 | 2 | -17
CCOC(=O)C(Cc1ccccc1)C(=O)Nc1nccs1 (stereo not drawn) | 3 | -6 | 0.9 | -0.1 | 9 | -3 | 2 | 1 | 0
COc1ccc(CC(=O)OCC(=O)NCc2ccccc2Cl)cc1OC | 3 | 0 | 0.5 | 2.1 | 5 | -3 | -3 | -8 | -16
O=S1(=O)NC2CCCCCN2c2ccc(F)cc21 (stereo not drawn) | 0 | 6 | 1.6 | -1.1 | 1 | 2 | -1 | -3 | 1
CCN(CC)S(=O)(=O)c1ccc(NC(=O)c2cccnc2Cl)c(NC(=O)c2cccnc2Cl)c1 | 3 | -4 | 0.9 | 0.9 | 4 | 0 | -4 | 1 | 2
